# From PubChem
# PP1 inh: blocks human PP1-alpha phosphatase, a PP5 counter-screen. P62136. purified PP1alpha, OMFP fluorescence. inhibition, % at 6.7 µM. 320,000 compounds, 0.9% hits. AID 2235;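 active means inhibition above the mean inhibition of all tested compounds plus 3 SD, computed separately for each screening campaign, cut at about 15% in these data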
# PREPL inh: human PREPL enzyme inhibition | Q4J6C6 | recombinant PREPL, fluorescence polarization activity-based probe | inhibition, % at 5.96 µM | 320,000 compounds, 0.68% hits | AID 2751; in the data active means inhibition above about 43%;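 further: 0% = enzyme with DMSO and 100% = wells lacking enzyme; many of its hits are not listed in these tables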
# core dimer inh: HCV core protein dimerization inhibition. TR-FRET GST/Flag-core106 dimerization, 1536-well. inhibition, % at 5 µM. 300,000 compounds, 0.33% hits. AID 1899;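 active means inhibition above the mean of all tested compounds plus 3 SD, set per screening campaign, cut at about 45% in these data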
#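 Assay system: tagged HCV core106 pair (GST and Flag); medium: KF-containing HEPES buffer, pH 7.45, DTT, CHAPS, BSA; also added: Eu donor and XL665 acceptor anti-tag antibodies; dosing: 5 µM single dose; timing: compound-protein-antibody incubation 4 h at 22.5 °C; signal: TR-FRET 671 and 617 nm emission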
# TPT1 inh: inhibitors of Candida albicans tRNA 2'-phosphotransferase TPT1; recombinant caTPT1, FP RNA substrate dephosphorylation; inhibition, % at 5 µM; 300,000 compounds, 0.81% hits;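 active means inhibition above the mean of all tested compounds plus 3 SD, set per screening campaign, cut at about 24% in these data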;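 further: plate controls were DMSO alone for no effect and ferristatin control at 100 nM for full effect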
# LYPLA2 counter: LYPLA2 (human) inhibition in PME1 counter-screen | AID 2177 | 320,000 compounds, 0.38% hits | inhibition, % at 5.9 µM | O95372 | recombinant LYPLA2, FP-Rh probe fluorescence polarization;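 active means inhibition above the screen-wide mean plus 3 SD, limit set per campaign, cut at about 26% in these data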;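 further: 0% = LYPLA2 with DMSO and 100% = wells lacking LYPLA2 enzyme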
# Target sequence (O95372 whole entry, looked up): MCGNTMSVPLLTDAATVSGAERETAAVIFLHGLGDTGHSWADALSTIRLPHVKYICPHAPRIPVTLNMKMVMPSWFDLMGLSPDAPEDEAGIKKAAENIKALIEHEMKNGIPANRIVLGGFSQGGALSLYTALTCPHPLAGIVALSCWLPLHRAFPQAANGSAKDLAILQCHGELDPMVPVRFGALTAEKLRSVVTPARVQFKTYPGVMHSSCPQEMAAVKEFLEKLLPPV
# Efflux pump inh: blocks antifungal efflux pumps in multiplex yeast assay; 330,000 compounds, 0.44% hits; AID 485275; S. cerevisiae Candida pump triplex, Nile Red efflux; inhibition, % at 10 µM;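 active means plate passing quality check with inhibition over a set limit, or well fluorescence over plate mean plus 4 SD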;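 further: Nile Red retained in pooled yeast measured as flow cytometry median fluorescence; 0% = buffer negative control and 100% = Enniatin B positive control; higher means more Nile Red kept so more efflux inhibition; some compounds called inactive have numbers as strong as hits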
# Fh CTSL1 inh: counter-screen for PFM18AAP inhibitors: inhibitors of F. hepatica cathepsin L1; 300,000 compounds, 0.49% hits; inhibition, % at 5.96 µM; recombinant F. hepatica cathepsin L1, Z-Leu-Arg-MCA fluorescence;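 active means inhibition above the mean of all tested compounds plus 3 SD, set per screening campaign, cut at about 17% in these data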;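 further: 0% = plate median of test compound wells and 100% = 1 µM Z-Phe-Ala-diazomethylketone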
# PP5 inh: PP5 (human) phosphatase inhibition. inhibition, % at 6.7 µM. 320,000 compounds, 0.18% hits. P53041. AID 1987. purified PP5c, OMFP substrate fluorescence;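 active means inhibition above the campaign's mean inhibition across all tested compounds plus 3 SD, cut at about 9.5% in these data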;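 further: 0% = DMSO only and 100% = 100 µM cantharidin control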
# Target sequence (P53041 whole entry, looked up): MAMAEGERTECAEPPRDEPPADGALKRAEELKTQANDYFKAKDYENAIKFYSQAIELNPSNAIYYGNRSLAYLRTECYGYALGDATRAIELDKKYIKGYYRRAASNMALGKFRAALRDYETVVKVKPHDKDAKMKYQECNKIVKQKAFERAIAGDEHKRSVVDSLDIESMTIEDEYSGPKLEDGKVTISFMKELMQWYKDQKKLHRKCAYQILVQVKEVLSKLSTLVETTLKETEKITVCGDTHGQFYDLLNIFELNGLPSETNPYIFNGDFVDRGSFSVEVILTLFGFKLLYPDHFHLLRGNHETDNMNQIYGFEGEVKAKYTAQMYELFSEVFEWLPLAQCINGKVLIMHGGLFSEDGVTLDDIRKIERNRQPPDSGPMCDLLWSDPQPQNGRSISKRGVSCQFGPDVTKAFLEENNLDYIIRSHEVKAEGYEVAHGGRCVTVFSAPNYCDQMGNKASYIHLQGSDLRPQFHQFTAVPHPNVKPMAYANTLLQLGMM
# GASC-1 inh: human JMJD2C demethylase inhibition | 330,000 compounds, 0.069% hits | inhibition, % at 2.35 µM | GST-JMJD2C(1-420) H3K9me3 demethylation, DELFIA europium;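 active means more than half of a compound's replicate wells show inhibition beyond 50%, single wells judged on their own value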;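 further: signal counts dimethyl H3K9 product captured on neutravidin plate; 0% = median of DMSO wells and 100% = 0.3 times that DMSO median; strong numbers were not always called active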
# An asterisk follows results filed as active; & = joins results of further samples. Only part of the results is shown; rates above refer to the full screens.
SMILES,PP1 inh,PREPL inh,core dimer inh,TPT1 inh,LYPLA2 counter,Efflux pump inh,Fh CTSL1 inh,PP5 inh,GASC-1 inh
C=CCOC(=O)/C(=C\c1ccccc1)NC(=O)c1ccc(C)cc1,-3,8,-7,-2,2,-0.1,0,-2.5,36
CCCc1nc2ccc(NC(C)=O)cc2c(=O)n1Cc1ccc(Cl)cc1,-1,-56,-5,2,0,-0.1,-3,4.5,-20
COc1ccc2c(c1)c1c(n2C(C)=O)C(OC(C)=O)=NCC1,-7,2,-1,1,3,0.0,0,-0.9,3
Cn1nccc1CNC(=O)c1c(Cl)cnn1C,-3,9,-11,0,-3,0.3,-1,-0.2,-19
COc1ccc(-c2cc(-c3n[nH]c(=S)n3-c3cccc4ccccc34)[nH]n2)cc1,1,10,12,-1,1,0.0,4,4.0,-1
Cn1c(=O)[nH]c(=O)c2c1nc(Br)n2CC(O)COCc1ccccc1 (stereo not given),1,3,3,4,-4,0.1,0,4.9,-1
CC(=O)CCC(=O)OCC(=O)Nc1ccc(SC(F)F)cc1,-4,2,-2,-1,-1,0.2,-14,-2.6,11
CC(C)N(C(C)C)S(=O)(=O)c1ccc(NN)nc1,-3,-3,2,0,-2,0.0,-1,-1.8,6
Cc1ccc(C(=O)O)cc1NC(=O)C1CCCN1S(=O)(=O)c1cccc2nsnc12 (stereo not given),2,17,2,-5,2,0.0,-2,-0.7,-10
O=C(CSC(=S)N1CCCCC1)N1N=CCC1c1ccccc1 (stereo not given),2,9,0,-1,11,0.0,-2,2.9,-15
Cc1ccc(NC(=O)c2ccc(F)c(S(=O)(=O)N3CCOCC3)c2)cc1F,-3,9,7,1,-3,0.1,-2,3.3,10
CCOC(=O)N1CCN(c2cc(=O)n(-c3ccc(Br)cc3)c(=O)[nH]2)CC1,-5,-8,-2,0,-2,0.3,-4,2.6,51
Cc1cccc(NC(=S)NCc2ccccn2)c1,-1,8,-3,-2,-1,-0.2,0,-2.6,-19
O=C(Nc1ccc(S(=O)(=O)NC2=NCCCCC2)cc1)c1ccc(=O)[nH]c1,0,-5,-2,5,-2,0.0,-3,1.1,-6
O=C(O)CSc1nnc2c(n1)[nH]c1ccccc12,-2,-1,11,-3,-3,-0.1,2,-0.2,-18
CC[n+]1cccc(-c2nc3ccccc3s2)c1,0,0,-10,-4,4,-0.4,3,-0.4,-4
N#Cc1sc2nc(C3CC3)cc(-c3ccc(Cl)cc3)c2c1N,3,3,-11,1,-10,0.1,1,1.9,-1
CCOc1ccccc1NC(=O)C(Sc1nnc2ccccn12)c1ccccc1 (stereo not given),-3,-12,-1,1,0,0.8,-7,1.2,-16
COc1cc(NC(=O)c2c(Cl)cnn2C)c(OC)cc1Cl,1,2,3,0,-2,-0.1,2,3.7,7
Cc1cc(NCC2CCCO2)n2c(nc3ccccc32)c1C#N (stereo not given),-2,4,0,11,-11,-0.1,-2,-1.8,8
O=C(/C=C/c1ccc(F)cc1)c1ccccc1Br,2,6,4,1,-9,0.4,-4,2.4,-1
CC(C)(C)SCCNC(=O)CSc1ccccc1,-2,8,-3,-2,1,-0.1,-3,2.6,-2
Fc1ccc(/C=N/n2c(C3CCCCC3)n[nH]c2=S)cc1,-1,-6,7,-1,4,0.2,1,4.7,5
O=[N+]([O-])c1ccc(NC(=S)NCCc2ccc(Cl)cc2)cc1,7,11,3,-2,-42,-0.2,1,5.9,0
CCS(=O)(=O)c1ncc(Cl)c(C(=O)Nc2ccc(C)cc2)n1,-8,-11,-10,2,-4,0.0,-3,4.6,10
SMILES,PP1 inh,PREPL inh,core dimer inh,TPT1 inh,LYPLA2 counter,Efflux pump inh,Fh CTSL1 inh,PP5 inh,GASC-1 inh
Cc1ccc(NC(=O)c2ccccc2NC(=O)Cc2ccccc2)cc1,1,-7,-4,2,0,-0.2,-2,4.7,-2
Oc1c(Br)cc(Br)cc1/C=N/Nc1ccc(Cl)nn1,-2,2,-3,-1,2,-3.0,-5,1.8,15
COc1ccc(NC(=S)NN2CCN(C)CC2)cc1OC,-1,7,-5,5,1,0.4,3,-2.9,-4
COCc1cccc(NC(=O)Cc2cccc3ccccc23)c1,3,9,2,4,0,0.0,-4,3.0,0
O=C(O)c1cc(NC(=O)c2ccccc2[N+](=O)[O-])ccc1O,3,-3,1,1,1,-0.1,0,-0.9,3
Cc1ccccc1N1C(=O)CC1(C#N)c1ccc(OCc2ccccc2)cc1 (stereo not given),-6,-5,8,2,-13,0.1,1,-3.9,-9
Cc1cccc(N2CCN(C(=O)C3CCN(S(=O)(=O)c4cnc[nH]4)CC3)CC2)c1C,-5,6,-2,-3,-3,0.1,-1,-0.5,-5
O=C(NC1CC2CCCC(C1)N2S(=O)(=O)c1ccccc1)c1ccco1 (stereo not given),-1,7,1,1,1,0.0,3,-0.1,0
Cc1cc(NC(=O)CCC(=O)N(c2ccccc2C)C(C(=O)NC2CCCC2)c2ccccc2)no1 (stereo not given),1,3,1,-1,1,0.1,-2,5.3,8
CNS(=O)(=O)c1cccc(C(=O)NNC(=O)c2ccc(COc3ccccc3)cc2)c1,-1,-23,10,1,4,-0.2,-1,-0.4,-9
CC(c1nnc(SCC(=O)c2c(N)n(C)c(=O)n(C)c2=O)n1-c1ccc(Cl)cc1)N(C)C (stereo not given),0,5,-2,-5,3,-0.1,2,-1.6,29&8
COc1cccc(C(=O)NC(=S)Nc2cccnc2)c1,-2,2,-5,0,4,-0.2,0,0.2,-3
CCCSc1nc2sc3c(c2c(=O)[nH]1)CC(C)CC3 (stereo not given),5,2,3,2,-5,0.2,-2,1.8,10
CNC(=O)COc1ccc(S(=O)(=O)Nc2ccccc2)cc1,-1,11,-2,1,2,-0.1,0,-0.5,-8
CCn1cc(C(=O)OCC(=O)c2cc(C)n(-c3cccc(C(F)(F)F)c3)c2C)c(=O)c2ccc(C)nc21,4,6,18,6,-5,0.1,-1,4.3,6
O=C(Nc1ccccn1)c1ccc(-c2ccccc2)cc1,1,-15,7,-3,-3,0.0,4,-0.3,1
COc1cccc(-n2c(Cn3nc(C(F)F)cc3C(F)F)n[nH]c2=S)c1,1,5,-5,-5,2,0.1,-1,2.5,0
COC(=O)c1ccc(OCC2NCCc3cc(OC)c(OC)cc32)cc1 (stereo not given),2,-9,-7,-1,1,-0.1,1,-0.3,-5
CCn1nc2cc(C(=O)NCCc3cccs3)ccc2c1OC,0,1,7,-2,1,0.0,0,-2.3,4
Cc1cc(C)n2nc(C(=O)OCCOc3ccc(F)cc3)nc2n1,7,17,-4,-6,5,0.1,-1,1.2,15
NC(=O)CC(NC(=O)Cc1ccc(Br)cc1)c1ccc(N2CCc3ccccc3C2)c([N+](=O)[O-])c1 (stereo not given),13,-34,5,-1,-6,-0.2,-2,3.7,1
CC(=O)Nc1ccc(NC(=O)Cc2sc(-c3cccnc3)nc2-c2ccc(C)cc2)cc1,-4,-2,8,4,-2,0.0,3,-0.4,-1
CCC(=O)Nc1nc(-c2ccc3c(c2)OCCO3)cs1,3,8,-4,-3,2,-0.3,-1,1.9,0
Nc1nnc(-c2ccc(F)cc2)s1,-5,13,-1,3,1,0.0,5,-0.4,2
O=Cc1ccc(-n2cncn2)cc1,8,2,-7,-3,-2,1.0*,-11,-3.3,-5
SMILES,PP1 inh,PREPL inh,core dimer inh,TPT1 inh,LYPLA2 counter,Efflux pump inh,Fh CTSL1 inh,PP5 inh,GASC-1 inh
CC(Sc1nnc(-c2cccnc2)n1-c1ccccc1F)C(=O)N1CCCc2ccccc21 (stereo not given),-3,0,-3,0,-2,-1.5,1,1.7,3
Cc1cccnc1CCNCc1c(C(=O)N2C[C@@H](C)O[C@@H](C)C2)nc2ccc(Cl)cn12,-10,21,1,-1,-6,0.1,2,1.1,4
COC(=O)c1cnn(-c2nc(-c3ccccc3)cs2)c1N,1,-1,-4,-1,-8,-0.2,3,0.3,0
COC(=O)c1ccc(-c2noc(CN(C)CC3CCCCO3)n2)cc1 (stereo not given),-2,1,0,3,-2,0.1,-5,0.5,-5
Nc1ncc([N+](=O)[O-])cc1Br,-1,-7,1,3,-8,0.0,0,0.2,5
O=C(O)c1ccc2c(c1)C(=O)N(Cc1ccco1)C2=O,-2,16,-10,-2,3,-0.1,1,3.0,6
O=C(NCCSc1ccccn1)c1ccc(Cl)cc1,-2,8,2,4,4,0.6,3,1.4,-23
CCC(C)NC(=O)CN(c1ccc2c(c1)OCO2)S(=O)(=O)c1c(C)n[nH]c1C (stereo not given),-4,2,0,0,0,-0.2,1,1.2,10

# Filtered by structure: those above containing an aryl methoxy group.
SMILES,PP1 inh,PREPL inh,core dimer inh,TPT1 inh,LYPLA2 counter,Efflux pump inh,Fh CTSL1 inh,PP5 inh,GASC-1 inh
COc1ccc2c(c1)c1c(n2C(C)=O)C(OC(C)=O)=NCC1,-7,2,-1,1,3,0.0,0,-0.9,3
COc1ccc(-c2cc(-c3n[nH]c(=S)n3-c3cccc4ccccc34)[nH]n2)cc1,1,10,12,-1,1,0.0,4,4.0,-1
COc1cc(NC(=O)c2c(Cl)cnn2C)c(OC)cc1Cl,1,2,3,0,-2,-0.1,2,3.7,7
COc1ccc(NC(=S)NN2CCN(C)CC2)cc1OC,-1,7,-5,5,1,0.4,3,-2.9,-4
COc1cccc(C(=O)NC(=S)Nc2cccnc2)c1,-2,2,-5,0,4,-0.2,0,0.2,-3
COc1cccc(-n2c(Cn3nc(C(F)F)cc3C(F)F)n[nH]c2=S)c1,1,5,-5,-5,2,0.1,-1,2.5,0
COC(=O)c1ccc(OCC2NCCc3cc(OC)c(OC)cc32)cc1 (stereo not given),2,-9,-7,-1,1,-0.1,1,-0.3,-5
CCn1nc2cc(C(=O)NCCc3cccs3)ccc2c1OC,0,1,7,-2,1,0.0,0,-2.3,4

# Molecules from the list above that contain a thiophene ring, fused or not (3):
SMILES,PP1 inh,PREPL inh,core dimer inh,TPT1 inh,LYPLA2 counter,Efflux pump inh,Fh CTSL1 inh,PP5 inh,GASC-1 inh
N#Cc1sc2nc(C3CC3)cc(-c3ccc(Cl)cc3)c2c1N,3,3,-11,1,-10,0.1,1,1.9,-1
CCCSc1nc2sc3c(c2c(=O)[nH]1)CC(C)CC3 (stereo not given),5,2,3,2,-5,0.2,-2,1.8,10
CCn1nc2cc(C(=O)NCCc3cccs3)ccc2c1OC,0,1,7,-2,1,0.0,0,-2.3,4
